Assay outcomes as filed in PubChem BioAssay.
Growth percent in the NCI-60 one-dose screen (48 h, 10 µM unless noted): 100 = growth as untreated, 0 = no growth, -100 = all killed.
NCI-H322M – NCI-H322M lung cancer; actives 2.7% (n = 80,000); AID 1794733
COLO 205 – COLO 205 colon cancer. actives 7.3% (n = 79,000). AID 1794742
NCI-H460 – NCI-H460 lung cancer; actives 6.8% (n = 82,000); AID 1794736
NCI/ADR-RES – NCI/ADR-RES ovarian cells; actives 4.4% (n = 81,000); AID 1794790
HCT-116 – HCT-116 colon cancer; AID 1794798; actives 7.3% (n = 82,000)
NCI-H522 – NCI-H522 lung cancer. AID 1794739. actives 8% (n = 78,000)
NCI-H23 – NCI-H23 lung cancer | AID 1794731 | actives 4% (n = 80,000)
HCT-15 – HCT-15 colon cancer | actives 5.2% (n = 82,000)
NCI-H226 – NCI-H226 lung cancer. actives 3.5% (n = 79,000)
The depositor's hits bear a star; & = joins results of further samples. Rule for the calls: active = growth percent below 10; inactive = the rest.

How did C/C(=N/NC(=O)c1cc2ccccc2oc1=N)c1ccc([N+](=O)[O-])cc1 do in these assays?
NCI-H322M: 100; COLO 205: 114; NCI-H460: 112; NCI/ADR-RES: 101; HCT-116: 97; NCI-H522: 94; NCI-H23: 99; HCT-15: 104; NCI-H226: 102

What do the screens show for `N#Cc1c(-c2ccc(Cl)cc2Cl)cc(-c2ccccc2)[nH]c1=O`?
NCI-H322M: 97; COLO 205: 129; NCI-H460: 94; NCI/ADR-RES: 93; HCT-116: 95; NCI-H522: 72; NCI-H23: 93; HCT-15: 83; NCI-H226: 102

What do the screens show for `OC(CCN1CCCCC1)(c1ccccc1)C1CC2C=CC1C2` (stereo not given)?
NCI-H322M: 100; COLO 205: 94; NCI-H460: 109; NCI/ADR-RES: 100; HCT-116: 94; NCI-H522: 85; NCI-H23: 101; HCT-15: 97; NCI-H226: 84

What do the screens show for `O=C1/C(=C/c2ccc(Cl)c(Cl)c2)SC(=S)N1C1c2ccccc2Oc2ccccc21`?
COLO 205: 94; NCI-H460: 103; NCI/ADR-RES: 101; HCT-116: 62; NCI-H522: 60; NCI-H23: 87; HCT-15: 96; NCI-H226: 96

How did Cc1ccc(CSc2nc3ccccc3c(=O)n2CCc2ccc(S(N)(=O)=O)cc2)cc1 do in these assays?
NCI-H322M: 93; COLO 205: 114; NCI-H460: 102; NCI/ADR-RES: 93; HCT-116: 86; NCI-H522: 84; NCI-H23: 99; HCT-15: 102; NCI-H226: 101

What do the screens show for `COc1cccc(/C=C/c2nc3c(cnn3-c3ccccc3)c(=O)[nH]2)c1`?
NCI-H322M: 201; COLO 205: 71; NCI-H460: 81; NCI/ADR-RES: 67; HCT-116: 82; NCI-H522: 82; NCI-H23: 88; HCT-15: 84; NCI-H226: 114

What do the screens show for `CC1(C)CC(=O)C(c2ccc([N+](=O)[O-])cc2)=C(O)c2ccccc21`?
NCI-H322M: 102; COLO 205: 124; NCI-H460: 113; NCI/ADR-RES: 103; HCT-116: 102; NCI-H522: 94; NCI-H23: 102; HCT-15: 96; NCI-H226: 102

How did CC1CC(=O)c2cc(-c3ccccc3)oc2C1 (stereo not given) do in these assays?
NCI-H322M: 115; COLO 205: 115; NCI-H460: 105; HCT-116: 95; NCI-H522: 99; NCI-H23: 100; HCT-15: 91; NCI-H226: 110

What do the screens show for `CSc1cccc(C(=O)O)c1`?
NCI-H322M: 127; COLO 205: 112; NCI-H460: 103; HCT-15: 110; NCI-H226: 114

What do the screens show for `Nc1cccc(C(=O)Nc2ccc3c(O)c(N=Nc4ccc(N=Nc5ccc(S(=O)(=O)O)cc5)cc4)c(S(=O)(=O)O)cc3c2)c1`?
NCI-H322M: 95; COLO 205: 121; NCI-H460: 106; NCI/ADR-RES: 112; HCT-116: 95; NCI-H522: 84; NCI-H23: 104; HCT-15: 108; NCI-H226: 109

Results for O=C1Nc2cc(-c3ccc(NC(=O)c4cccs4)cc3)ccc2/C1=C/c1ccc[nH]1 ?
NCI-H322M: 99; COLO 205: 100; NCI-H460: 83; NCI/ADR-RES: 62; HCT-116: 53; NCI-H522: 79; NCI-H23: 66; HCT-15: 48; NCI-H226: 40

What do the screens show for `COC1=CC(c2ccc[nH]2)=N/C1=C\c1[nH]c(C)c(CC(=O)OCc2ccccc2)c1C`?
NCI-H322M: 26; COLO 205: -4.7*; NCI-H460: 7.9*; NCI/ADR-RES: 1.3*; HCT-116: -35*; NCI-H522: -33*; NCI-H23: 6.2*; HCT-15: -11*; NCI-H226: 11

What do the screens show for `Cn1c(=O)oc2ccc(S(=O)(=O)Nc3ccc(Cl)cc3[N+](=O)[O-])cc21`?
NCI-H322M: 95; COLO 205: 110; NCI-H460: 103; NCI/ADR-RES: 100; HCT-116: 101; NCI-H23: 104; HCT-15: 104; NCI-H226: 99

How did Cn1cccc1C(=O)C1C(c2ccc(Cl)cc2)C2CCCN2C12C(=O)Nc1ccc(Cl)cc12 (stereo not given) do in these assays?
NCI-H322M: 109; COLO 205: 100; NCI-H460: 87; NCI/ADR-RES: 80; HCT-116: 74; NCI-H522: 74; NCI-H23: 91; HCT-15: 80; NCI-H226: 94

How did COc1ccc(/C=C/c2nc3ccccc3nc2Nc2cccc(C)c2)cc1 do in these assays?
NCI-H322M: 105; COLO 205: 105; NCI-H460: 101; NCI/ADR-RES: 105; HCT-116: 87; NCI-H522: 83; HCT-15: 104; NCI-H226: 93

What do the screens show for `CC1CN=C(c2ccc(NC(=O)c3ccc(C(=O)Nc4ccc(C5=NCC(C)N5)cc4)cc3)cc2)N1` (stereo not given)?
NCI-H322M: 112; COLO 205: 110; NCI-H460: 102; NCI/ADR-RES: 109; HCT-116: 92; NCI-H522: 43; NCI-H23: 101; HCT-15: 131; NCI-H226: 108

How did CC1(C)CC(=O)c2c(nn(-c3ccccc3)c2-c2cn(-c3ccccc3)nc2-c2ccc(N)cc2)C1 do in these assays?
NCI-H322M: 96; COLO 205: 94; NCI-H460: 102; NCI/ADR-RES: 76; HCT-116: 66; NCI-H522: 72; NCI-H23: 82; HCT-15: 89; NCI-H226: 83

How did CN(C)c1ccc(C(=O)C(O)c2ccccc2)cc1 (stereo not given) do in these assays?
NCI-H322M: 107&118; COLO 205: 102&121; NCI-H460: 98&103; NCI/ADR-RES: 100&112; HCT-116: 90&82; NCI-H522: 100&105; NCI-H23: 96&109; HCT-15: 94&111; NCI-H226: 96&89

How did CN(C)CC(O)c1cc2ccccc2c2ccccc12 (stereo not given) do in these assays?
NCI-H322M: 88; COLO 205: 77; NCI-H460: 83; NCI/ADR-RES: 89; HCT-116: 94; NCI-H522: 68; NCI-H23: 98; HCT-15: 102; NCI-H226: 94

What do the screens show for `O=C(Nc1ccccc1)Nc1ccc([N+](=O)[O-])cn1`?
COLO 205: 110; NCI-H460: 105; NCI/ADR-RES: 100; HCT-116: 78; NCI-H522: 84; NCI-H23: 99; HCT-15: 94; NCI-H226: 102

Results for CCOC(=O)/C(O)=C(/C=N/C(=S)Nc1c(CC)cccc1CC)C(=O)OCC ?
NCI-H322M: 98; COLO 205: 104; NCI-H460: 113; NCI/ADR-RES: 97; HCT-116: 95; NCI-H522: 90; NCI-H23: 96; HCT-15: 98; NCI-H226: 111

What do the screens show for `C=CC(=O)Nc1cccc(Oc2nccc(Nc3nnc(-c4ccc(Br)cc4)s3)n2)c1`?
NCI-H322M: 110; COLO 205: 108; NCI-H460: 101; NCI/ADR-RES: 100; HCT-116: 99; NCI-H522: 84; NCI-H23: 91; HCT-15: 89; NCI-H226: 105

How did Nc1ccc(O)c(C(=O)O)c1 do in these assays?
NCI-H322M: 99&106&131; COLO 205: 134&107; NCI-H460: 116&101&103; NCI/ADR-RES: 94&111&103; HCT-116: 86&100&99; NCI-H522: 101&102; NCI-H23: 94&105&93; HCT-15: 99&107&97; NCI-H226: 116&92&95

Results for COc1ccc(C2Nc3nc(SC)[nH]c(=O)c3N=C3c4ccccc4C(=O)C32)cc1 (stereo not given) ?
NCI-H322M: 111; COLO 205: 104; NCI-H460: 102; NCI/ADR-RES: 90; HCT-116: 95; NCI-H522: 87; NCI-H23: 87; HCT-15: 99

How did N#Cc1ccc([N+](=O)[O-])o1 do in these assays?
NCI-H322M: 106; COLO 205: 104; NCI-H460: 107; NCI/ADR-RES: 114; HCT-116: 93; NCI-H522: 77; NCI-H23: 112; HCT-15: 104; NCI-H226: 94

How did OCC1CC2CCC1C2 (stereo not given) do in these assays?
NCI-H322M: 108&111; COLO 205: 113&101; NCI-H460: 113&111; NCI/ADR-RES: 110&108; HCT-116: 111&108; NCI-H522: 91&96; NCI-H23: 104&109; HCT-15: 97&90; NCI-H226: 96&130

Results for C/C(=N/O)c1ccc(NC(=O)CSc2nnc(-c3ccc(-c4nc5ccccc5[nH]4)cc3)o2)cc1 ?
NCI-H322M: 102; COLO 205: 124; NCI-H460: 102; NCI/ADR-RES: 105; HCT-116: 90; NCI-H522: 74; NCI-H23: 86; HCT-15: 102; NCI-H226: 92

What do the screens show for `Cc1ccccc1N1C(=O)c2cc(S(N)(=O)=O)c(Cl)cc2NC1C` (stereo not given)?
COLO 205: 118; NCI-H460: 111; NCI/ADR-RES: 103; HCT-116: 102; NCI-H23: 101; HCT-15: 108; NCI-H226: 112

Results for COc1ccc(/C(C#N)=C/c2ccc(NC(C)=O)cc2)cc1 ?
NCI-H322M: 94; COLO 205: 140; NCI-H460: 102; NCI/ADR-RES: 99; HCT-116: 99; NCI-H522: 80; NCI-H23: 104; HCT-15: 90; NCI-H226: 92

Results for CNc1nc2c(s1)C(c1cc(F)ccc1F)CC(=O)N2 (stereo not given) ?
NCI-H322M: 92; COLO 205: 84; NCI-H460: 82; NCI/ADR-RES: 72; HCT-116: 54; NCI-H522: 51; NCI-H23: 86; HCT-15: 42; NCI-H226: 85

9 compounds already listed, sorted by SMILES length, rising.
How did OCC1CC2CCC1C2 (stereo not given) do in these assays?
NCI-H322M: 108&111; COLO 205: 113&101; NCI-H460: 113&111; NCI/ADR-RES: 110&108; HCT-116: 111&108; NCI-H522: 91&96; NCI-H23: 104&109; HCT-15: 97&90; NCI-H226: 96&130

How did N#Cc1ccc([N+](=O)[O-])o1 do in these assays?
NCI-H322M: 106; COLO 205: 104; NCI-H460: 107; NCI/ADR-RES: 114; HCT-116: 93; NCI-H522: 77; NCI-H23: 112; HCT-15: 104; NCI-H226: 94

How did CN(C)c1ccc(C(=O)C(O)c2ccccc2)cc1 (stereo not given) do in these assays?
NCI-H322M: 107&118; COLO 205: 102&121; NCI-H460: 98&103; NCI/ADR-RES: 100&112; HCT-116: 90&82; NCI-H522: 100&105; NCI-H23: 96&109; HCT-15: 94&111; NCI-H226: 96&89

Results for COc1ccc(/C(C#N)=C/c2ccc(NC(C)=O)cc2)cc1 ?
NCI-H322M: 94; COLO 205: 140; NCI-H460: 102; NCI/ADR-RES: 99; HCT-116: 99; NCI-H522: 80; NCI-H23: 104; HCT-15: 90; NCI-H226: 92

How did COc1ccc(/C=C/c2nc3ccccc3nc2Nc2cccc(C)c2)cc1 do in these assays?
NCI-H322M: 105; COLO 205: 105; NCI-H460: 101; NCI/ADR-RES: 105; HCT-116: 87; NCI-H522: 83; HCT-15: 104; NCI-H226: 93

How did C/C(=N/NC(=O)c1cc2ccccc2oc1=N)c1ccc([N+](=O)[O-])cc1 do in these assays?
NCI-H322M: 100; COLO 205: 114; NCI-H460: 112; NCI/ADR-RES: 101; HCT-116: 97; NCI-H522: 94; NCI-H23: 99; HCT-15: 104; NCI-H226: 102

How did Cc1ccc(CSc2nc3ccccc3c(=O)n2CCc2ccc(S(N)(=O)=O)cc2)cc1 do in these assays?
NCI-H322M: 93; COLO 205: 114; NCI-H460: 102; NCI/ADR-RES: 93; HCT-116: 86; NCI-H522: 84; NCI-H23: 99; HCT-15: 102; NCI-H226: 101

Results for COc1ccc(C2Nc3nc(SC)[nH]c(=O)c3N=C3c4ccccc4C(=O)C32)cc1 (stereo not given) ?
NCI-H322M: 111; COLO 205: 104; NCI-H460: 102; NCI/ADR-RES: 90; HCT-116: 95; NCI-H522: 87; NCI-H23: 87; HCT-15: 99

Results for O=C1Nc2cc(-c3ccc(NC(=O)c4cccs4)cc3)ccc2/C1=C/c1ccc[nH]1 ?
NCI-H322M: 99; COLO 205: 100; NCI-H460: 83; NCI/ADR-RES: 62; HCT-116: 53; NCI-H522: 79; NCI-H23: 66; HCT-15: 48; NCI-H226: 40

Other records follow.
How did Nc1ccc2c(c1)CCc1ccccc1-2 do in these assays?
NCI-H322M: 103; COLO 205: 94; NCI-H460: 101; NCI/ADR-RES: 105; HCT-116: 94; NCI-H522: 102; NCI-H23: 94; HCT-15: 101; NCI-H226: 82

What do the screens show for `Cn1c(=O)c2[nH]c(CCC(=O)O)nc2n(C)c1=O`?
NCI-H322M: 91; COLO 205: 107; NCI-H460: 113; NCI/ADR-RES: 104; HCT-116: 102; NCI-H522: 93; NCI-H23: 102; HCT-15: 108; NCI-H226: 95

What do the screens show for `COn1cc(C(=O)c2ccc(C)cc2)c2cc(C#N)c(C#N)cc21`?
NCI-H322M: 97; COLO 205: 105; NCI-H460: 86; NCI/ADR-RES: 93; HCT-116: 88; NCI-H522: 88; NCI-H23: 81; HCT-15: 95; NCI-H226: 96

Results for CC(=O)OC(C)(C)[C@@H]1CC[C@H](C)C2=C(C1)[C@@H](C)CC2 ?
NCI-H322M: 101; COLO 205: 118; NCI-H460: 108; NCI/ADR-RES: 106; HCT-116: 105; NCI-H522: 79; NCI-H23: 103; HCT-15: 98; NCI-H226: 108

What do the screens show for `COc1ccc(F)cc1N`?
NCI-H322M: 98; COLO 205: 102; NCI-H460: 102; NCI/ADR-RES: 105; HCT-116: 97; NCI-H522: 104; NCI-H23: 94; HCT-15: 105; NCI-H226: 102

How did CC(C)(C)c1ccc(O)c(-c2ccccc2)c1 do in these assays?
NCI-H322M: 104; COLO 205: 105; NCI-H460: 112; NCI/ADR-RES: 106; HCT-116: 102; NCI-H522: 84; NCI-H23: 105; HCT-15: 102; NCI-H226: 122

Results for O=C(O)CCn1c(O)c(N=Nc2cccc3c2C(=O)c2ccccc2C3=O)sc1=S ?
NCI-H322M: 102; COLO 205: 112; NCI-H460: 100; NCI/ADR-RES: 103; HCT-116: 100; NCI-H522: 102; NCI-H23: 98; HCT-15: 96; NCI-H226: 100

Results for COc1ccc(/C=C2/SC(N3CCN(c4ccc([N+](=O)[O-])cc4)CC3)=NC2=O)cc1 ?
NCI-H322M: 94; COLO 205: 106; NCI-H460: 103; NCI/ADR-RES: 101; HCT-116: 92; NCI-H522: 89; NCI-H23: 96; HCT-15: 90; NCI-H226: 103

Quoted at random: 2 entries already listed
How did Nc1ccc2c(c1)CCc1ccccc1-2 do in these assays?
NCI-H322M: 103; COLO 205: 94; NCI-H460: 101; NCI/ADR-RES: 105; HCT-116: 94; NCI-H522: 102; NCI-H23: 94; HCT-15: 101; NCI-H226: 82

Results for O=C(O)CCn1c(O)c(N=Nc2cccc3c2C(=O)c2ccccc2C3=O)sc1=S ?
NCI-H322M: 102; COLO 205: 112; NCI-H460: 100; NCI/ADR-RES: 103; HCT-116: 100; NCI-H522: 102; NCI-H23: 98; HCT-15: 96; NCI-H226: 100
